# Screening data: PubChem, National Center for Advancing Translational Sciences (NCATS)
# TrxR1 inh: blocks rat thioredoxin reductase 1; O89049; recombinant rTrxR1, NADPH fluorescence consumption, selenite substrate; Potency, µM (titrated, usually from 114 µM), inactives show at the highest dose activity change, negative = inhibition, most hits filed as inhibitors; hit rate 1% among 390,000; AID 588453; further: potency means the concentration at half of the fitted maximal effect; on the % scale 0 is the no-effect control and ±100 the full control effect; nearly all actives have a fitted effect of over 65% in size
#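 Rat TrxR1 (90 nM in the dispensed reagent) was pre-reduced with 400 uM NADPH for 5 min at room temperature, then incubated with compound for 15 min. After 400 uM selenite was added, NADPH fluorescence (Ex 340/Em 450 nm) was followed for 8 min.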
# PGK inhibitor: T. brucei PGK inhibition | hit rate 0.043% among 380,000 | PGK/GAPDH coupled, Kinase-Glo luminescence, 60 min | Potency, µM (highest dose often 57.5 µM), for inactives: at the highest dose activity change, negative = inhibition, hits mostly inhibitors; further: potency means the concentration at half of the fitted maximal effect; on the % scale 0 is the no-effect control and ±100 the full control effect; nearly all actives have a fitted effect of over 60% in size
#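 Recombinant glycosomal PGK reaction used 1,3-bisphosphoglycerate generated in-well by GAPDH (100nM final) in 100mM TEA pH 7.6, 5mM MgCl2, 0.01% Tween-20. After 60 minutes at room temperature, ATP was read by Kinase-Glo Plus luminescence end-point.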
# mIDH1 inhibitor: inhibitors of human mutant IDH1 R132H | O75874 | IDH1-R132H enzyme, NADPH consumption, diaphorase/resazurin fluorescence | Potency, µM (series often up to 76.6 µM), for inactives: at the highest dose activity change, negative = inhibition, hits mostly inhibitors | hit rate 0.093% among 390,000; further: potency means the concentration at half of the fitted maximal effect; on the % scale 0 is the no-effect control and ±100 the full control effect; nearly all actives have a fitted effect of over 65% in size
#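 IDH1-R132H (0.5 ug/mL) preincubated 30 min with compound, then NADPH (0.016 mM) and alpha-KG (2 mM) added; 80 min at RT, pH 7.5. Remaining NADPH coupled via diaphorase/resazurin to fluorescence (540/590 nm); concentration-response curves normalized to no-enzyme control.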
# GLS inh: glutaminase GLS (human) inhibition | GLS enzymatic activity, qHTS titration | Potency, µM (doses to about 45.5 µM), for inactives: top-dose activity change, negative = inhibition, actives largely listed as inhibitors | hit rate 0.21% among 410,000; further: potency means the concentration at half of the fitted maximal effect; on the % scale 0 is the no-effect control and ±100 the full control effect
# Target sequence (O94925 whole entry, looked up): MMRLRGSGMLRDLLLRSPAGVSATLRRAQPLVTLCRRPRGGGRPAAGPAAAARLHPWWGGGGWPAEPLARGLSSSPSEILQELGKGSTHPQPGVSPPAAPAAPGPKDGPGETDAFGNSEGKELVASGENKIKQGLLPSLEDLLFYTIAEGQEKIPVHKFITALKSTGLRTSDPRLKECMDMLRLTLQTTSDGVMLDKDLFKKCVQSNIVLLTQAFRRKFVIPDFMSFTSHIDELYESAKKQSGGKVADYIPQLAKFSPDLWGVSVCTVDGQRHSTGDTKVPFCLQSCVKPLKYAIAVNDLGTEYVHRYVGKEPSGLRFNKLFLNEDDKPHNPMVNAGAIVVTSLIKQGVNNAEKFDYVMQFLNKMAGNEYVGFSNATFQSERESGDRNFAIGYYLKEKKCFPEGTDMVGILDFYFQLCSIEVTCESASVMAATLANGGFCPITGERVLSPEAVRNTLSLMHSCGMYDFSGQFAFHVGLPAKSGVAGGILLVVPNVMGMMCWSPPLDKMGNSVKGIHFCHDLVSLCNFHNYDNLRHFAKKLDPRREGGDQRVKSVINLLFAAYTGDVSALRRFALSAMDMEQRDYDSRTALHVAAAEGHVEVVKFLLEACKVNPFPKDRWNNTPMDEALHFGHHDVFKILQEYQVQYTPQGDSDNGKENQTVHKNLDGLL
#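 Two-point fluorescence kinetic (t0, 30 min RT) for hKGA; glutamate detected via glutamate oxidase–HRP–Amplex Red. Substrate: 1 mM L-glutamine solution; buffer 45 mM KH2PO4, pH 8.2.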
# Pin1 inhibitor: human Pin1 inhibition | Pin1 FP peptide displacement, HiFluor488, 10 min | Potency, µM (highest dose often 115 µM), inactives show at the highest dose activity, negative = inhibition, hits mostly inhibitors | hit rate 0.009% among 390,000 | AID 504891; active means well fitted inhibition curve with a large enough effect in the polarisation, with a control signal flat, not every such curve was filed as active; inconclusive means small, poorly fitted or top-dose-only effect, or effect the other way, or a change in a side signal; inactive means no such curve, though single readings can be large or run the other way; the % refers to the polarisation; further: potency means the concentration at half of the fitted maximal effect; on the % scale 0 is the no-effect control and ±100 the full control effect
# Target sequence (Q13526 whole entry, looked up): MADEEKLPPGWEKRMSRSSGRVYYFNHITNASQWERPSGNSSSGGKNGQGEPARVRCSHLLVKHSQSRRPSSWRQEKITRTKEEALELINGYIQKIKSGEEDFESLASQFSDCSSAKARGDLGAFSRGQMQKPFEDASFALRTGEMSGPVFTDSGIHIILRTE
# PI4K2A block: blocks human PI4K2A kinase activity; activity change, negative = inhibition, % at 76.9 µM; purified PI4K2A, ADP-Glo luminescence, 1 h; stronger effect = lower value; AID 1346378; Q9BTU6; hit rate 0.13% among 420,000; in the data active means activity change below about -50%; inconclusive means mostly about -30% to -49%;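 further: -100% = wells without enzyme as full effect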
#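 PI4K2A activity was measured by ADP-Glo luminescence: enzyme (4 ug/mL stock) and phosphatidylinositol (1.2 mM stock) in Tris pH 7.5/MgCl2/EGTA/Triton X-100 buffer were reacted with ATP (300 microM stock) for one hour at ambient temperature.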
# TrxR1 substrate: rat thioredoxin reductase 1 substrate activity. O89049. purified TrxR1 substrate turnover, NADPH consumption readout. Potency, µM (series often up to 114 µM), for the others: top-dose activity change, negative = substrate turnover. hit rate 0.01% among 390,000. AID 588456; further: potency means the concentration at half of the fitted maximal effect; on the % scale 0 is the no-effect control and ±100 the full control effect; nearly all actives have a fitted effect of over 50% in size
#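 Rat TrxR1, dispensed at 90 nM, was prereduced with 400 uM NADPH (final) for 5 min at ~22 deg C, then incubated with compound 15 min before 400 uM selenite. A first-read NADPH fluorescence drop versus no-compound background flagged substrates.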
# HP1b binding inh: inhibitors of HP1-beta chromodomain binding to methylated histone tails | P83916 | AlphaScreen HP1-beta / biotin-H3K9me3 peptide binding | Potency, µM (highest dose often 114 µM), inactives show at the highest dose activity change, negative = inhibition, usual class: inhibitors | hit rate 0.56% among 390,000 | AID 540317; further: potency means the concentration at half of the fitted maximal effect; nearly all actives have a fitted effect of over 70% in size; inactives centre near 23
# Target sequence (P83916 whole entry, looked up): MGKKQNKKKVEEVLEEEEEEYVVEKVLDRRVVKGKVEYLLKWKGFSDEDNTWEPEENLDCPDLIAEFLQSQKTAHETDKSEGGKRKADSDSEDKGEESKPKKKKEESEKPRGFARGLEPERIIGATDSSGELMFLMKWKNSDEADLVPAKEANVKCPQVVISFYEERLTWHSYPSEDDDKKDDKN
#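 HP1-beta protein (50 nM final) preincubated 30 min at room temperature with biotinylated H3(1-18)K9me3 peptide (50 nM) in PBS pH 7.4, 0.01% Tween-20, then compound added for 30 min. AlphaScreen streptavidin donor/nickel chelate acceptor beads (10 ug/mL final), 30 min dark, luminescence read.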
# USP1-UAF1 inh: blocks the human USP1/UAF1 deubiquitinase complex; Potency, µM (highest dose often 57.1 µM), inactives show at the top dose activity change, negative = inhibition, hits mostly inhibitors; recombinant USP1/UAF1, Ub-Rhodamine cleavage fluorescence; hit rate 0.23% among 390,000; AID 743255; further: potency means the concentration at half of the fitted maximal effect; on the % scale 0 is the no-effect control and ±100 the full control effect; nearly all actives have a fitted effect of over 60% in size; inactives centre near -12
#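 In this screen, compounds sit with the deubiquitinase complex (1nM) for 15 min at room temperature before Ub-Rho is added at 150nM final. Fluorescence rise is then followed for 6 reads every 60 seconds.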
# * hit, by the source's call; i = inactive; ? = inconclusive; nt = not tested or not shown; & = joins results of further samples; [ ] = another dose, or the depositor's remark. Unless noted, the call rests on the fitted dose curve; in most records, active means well fitted curve in the direction sought with a large enough effect; inconclusive means small, poorly fitted or top-dose-only effect, or another doubt; inactive means no such curve, though single readings can be large; an effect the other way counts as inactive or inconclusive. A portion of the library, so the mix of outcomes need not match the whole.
SMILES,TrxR1 inh,PGK inhibitor,mIDH1 inhibitor,GLS inh,Pin1 inhibitor,PI4K2A block,TrxR1 substrate,HP1b binding inh,USP1-UAF1 inh
O=C(O)c1ccc(S(=O)(=O)NC2CCCc3ccccc32)cc1 (configuration not stated),4%[57.1 µM],-8%,0%,-9%,-7%,-4,8%[57.1 µM],46%,0%
COC(=O)C(C)n1nnc2sc(-c3ccccc3)cc2c1=O (configuration not stated),1%&7%,-8%,2%,-1%&-2%,?,-2&1,13%&24%,51%&46%,-21%&-5%
COC(=O)c1ccc2c(=O)n(CCCCCC(=O)N3CCN(c4ccccc4)CC3)c(=O)[nH]c2c1,6%[57.1 µM],10%,2%,8%,11%,3,13%[57.1 µM],-25%,-25%
O=C(NN=Cc1ccccc1O)c1cccc([N+](=O)[O-])c1,22%,-10%,1%,9%,0%,-3,7%,23%,-21%
COc1ccc(CCNc2oc(COc3ccc(Br)cc3)nc2C#N)cc1OC,11%[57.1 µM],-4%,-9%,1%,18%,14,1%[57.1 µM],28%,-8%
OCCNc1ncnc2oc(-c3ccco3)c(-c3ccco3)c12,50µM*,nt,nt,nt,-2%,nt,51%[activator],-1%,nt
COc1ccc(NC(=O)CSc2nc3ccccc3c(=O)[nH]2)cc1S(N)(=O)=O,20%,-8%,0%,1%,7%,-8,-2%,31%,-2%
Cc1ccc2nc(COc3ccc(N(C)S(=O)(=O)c4ccccc4)cc3)cc(=O)n2c1,-10%,-2%,11%,-1%,?,-15,2%,33%,-8%
COc1ccc(C(=O)Nc2ccc(Cl)cc2C(=O)N2CCCC(C)C2)cc1 (configuration not stated),8%,-8%,6%,0%,-5%,-6,-1%,42%[activator],-13%
CCC(C)[C@H](NC(=O)C1(c2ccccc2)CCN(C(=O)OC(C)(C)C)CC1)C(=O)N[C@@H](C(=O)O)c1ccccc1 (some centres not stated),-4%,7%,-9%,-6%,-1%,1,3%,29%,-21%
Cc1cccc(N)c1-c1c(C)cccc1N,9%,-3%,12%,8%,-1%,-7,1%,30%,-9%
O=C(O)c1cccc(Nc2nc(C(F)(F)F)nc3ccccc23)c1,11%[57.1 µM],-2%,-7%,8%,-6%,-2,3%[57.1 µM],20%,-9%
CC1CCCC2(C1)NC(=S)c1c(sc3c1CCCC3)N2 (configuration not stated),-18%[57.1 µM],-2%,0%,-3%,5%,-14,28%[57.1 µM],?,-18%
CCOC(=O)CCNC(=O)N1CCCC(N(C)CCc2ccc(OC)c(OC)c2)C1 (configuration not stated),-5%,-1%,1%,0%,2%,1,-10%,18%,-14%
COc1ccc(NC(=O)C2CCCN(S(=O)(=O)c3c(C)n[nH]c3C)C2)c(OC)c1 (configuration not stated),21%[57.1 µM],-2%,5%,1%,1%,1,21%[57.1 µM],55%[activator],-16%
Cc1cccc(NC(=S)N2CCN(C(=O)c3ccco3)CC2)c1C,11%,3%,6%,-3%,-7%,6,5%,33%,-14%
O=C(NNC(=O)c1cccnc1)Nc1ccc(Cl)c(Cl)c1,9%[57.1 µM],10%,-1%,5%,-6%,-7,4%[57.1 µM],46%,2%
c1ccc2[nH]c(CCCCc3nc4ccccc4[nH]3)nc2c1,22%,-1%,2%,1%,0%,1,2%,39%,2%
COC(=O)c1c(NC(=O)CCN2CCOCC2)sc2c1CCCC2,21%,-12%,9%,6%,-4%,-2,5%,14%,-21%
CC(C)CC(=O)N1CCC(O)(CS(=O)(=O)Cc2ccc(Cl)cc2)CC1,11%,5%,-8%,nt,-8%,2,6%,32%[activator],-15%
OC1(Cc2ccccc2)CCNCC1,17%[57.1 µM],-4%,10%,1%,3%,1,5%[57.1 µM],24%,-3%
CCOC(=O)c1ccc(NC(=O)CN2C(=O)C(CC)SC(CC)C2=O)cc1 (configuration not stated),14%,-4%,16%,-13%,-1%,4,-4%,27%,-26%
CC1=C(C)CC(C(=O)N2CCN(C/C=C/c3ccccc3)CC2)C(C(=O)O)C1 (configuration not stated),?,i,-2%,3%,-10%,1,?,4%,-14%
Fc1ccccc1N1CCN(C(c2cccs2)c2nnnn2CCc2ccccc2)CC1 (configuration not stated),14%,8%,2%,4%,29%,0,3%,7%,-24%
CC1CCN(C(=O)C2CCN(S(=O)(=O)c3cccc4cccnc34)CC2)CC1,11%,-7%,-5%,4%,2%,-21,4%,31%,-22%

# In the list so far, 4 have a thiophene ring, fused or not.
SMILES,TrxR1 inh,PGK inhibitor,mIDH1 inhibitor,GLS inh,Pin1 inhibitor,PI4K2A block,TrxR1 substrate,HP1b binding inh,USP1-UAF1 inh
COC(=O)C(C)n1nnc2sc(-c3ccccc3)cc2c1=O (configuration not stated),1%&7%,-8%,2%,-1%&-2%,?,-2&1,13%&24%,51%&46%,-21%&-5%
CC1CCCC2(C1)NC(=S)c1c(sc3c1CCCC3)N2 (configuration not stated),-18%[57.1 µM],-2%,0%,-3%,5%,-14,28%[57.1 µM],?,-18%
COC(=O)c1c(NC(=O)CCN2CCOCC2)sc2c1CCCC2,21%,-12%,9%,6%,-4%,-2,5%,14%,-21%
Fc1ccccc1N1CCN(C(c2cccs2)c2nnnn2CCc2ccccc2)CC1 (configuration not stated),14%,8%,2%,4%,29%,0,3%,7%,-24%

# Random excerpt: five compounds from above, in no set order.
SMILES,TrxR1 inh,PGK inhibitor,mIDH1 inhibitor,GLS inh,Pin1 inhibitor,PI4K2A block,TrxR1 substrate,HP1b binding inh,USP1-UAF1 inh
O=C(O)c1cccc(Nc2nc(C(F)(F)F)nc3ccccc23)c1,11%[57.1 µM],-2%,-7%,8%,-6%,-2,3%[57.1 µM],20%,-9%
CCOC(=O)CCNC(=O)N1CCCC(N(C)CCc2ccc(OC)c(OC)c2)C1 (configuration not stated),-5%,-1%,1%,0%,2%,1,-10%,18%,-14%
COC(=O)c1c(NC(=O)CCN2CCOCC2)sc2c1CCCC2,21%,-12%,9%,6%,-4%,-2,5%,14%,-21%
c1ccc2[nH]c(CCCCc3nc4ccccc4[nH]3)nc2c1,22%,-1%,2%,1%,0%,1,2%,39%,2%
COc1ccc(C(=O)Nc2ccc(Cl)cc2C(=O)N2CCCC(C)C2)cc1 (configuration not stated),8%,-8%,6%,0%,-5%,-6,-1%,42%[activator],-13%

# Following part:
SMILES,TrxR1 inh,PGK inhibitor,mIDH1 inhibitor,GLS inh,Pin1 inhibitor,PI4K2A block,TrxR1 substrate,HP1b binding inh,USP1-UAF1 inh
CSc1n[nH]c(/N=C/c2oc(O)c3ccccc23)n1,30%[57.1 µM],-3%,2%,3%,-14%,-1,-5%[57.1 µM],53%[activator],-9%
Cc1ccc2c(c1)N(C(=O)CCC(=O)N1CCC(C(N)=O)CC1)CC(C)O2 (configuration not stated),3%[57.1 µM],-1%,11%,0%,7%,-1,-1%[57.1 µM],32%,1%
CC(C)(C)n1cc(S(=O)(=O)c2ccccc2)[nH]c1=O,10%,-3%,7%,14%,-1%,-5,7%,56%[activator],-18%
O=C(NCc1ccncc1)c1cccc(F)c1,11%,-14%,0%,-7%,-1%,-4,-3%,44%[activator],-16%
Cc1ccc(N2C(=O)CC(Sc3ncn[nH]3)C2=O)cc1 (configuration not stated),?,21%,3%,9%,12%,3,3%[57.1 µM],-67%,-18%
C/C(=N\NC(=O)Cn1nc(C)c(Br)c1C)c1cccs1,1%,-1%,3%,1%,-7%,2,-7%,33%,-15%
C=CCN(C(=O)c1csnn1)C(C(=O)NC1CCCCC1)c1ccccc1F (configuration not stated),25%,1%,-4%,-3%,-4%,0,5%,39%,-25%
C=CCn1cnc2scc(-c3ccc(C)c(C)c3)c2c1=O,14%,nt,2%,-6%,1%,0,-4%,88%[activator],-23%
Cn1ccsc1=NC(=O)c1ccccc1OC(F)F,11%,-4%,-6%,-1%,-4%,-3,0%,59%[activator],-20%
Cc1ccc(N(CC(C)C)S(=O)(=O)c2nnc(NC(=O)c3ccco3)s2)cc1,22%[11.4 µM],-17%,-12%,2%,-7%,-4,15%,95%[activator],-23%
CCCN(C(=O)C1CCN(S(=O)(=O)c2c(C)noc2/C=C/c2ccc(C)cc2)CC1)c1ccccc1F,14%[57.1 µM],i,28%,4%,-1%,-8,-1%[57.1 µM],15%[57 µM],-9%
COc1ccc(-n2c(=O)c3c4c(sc3n(CC(=O)Nc3cc(C)[nH]n3)c2=O)CCC4)c(OC)c1,15%,-4%,13%,-6%,9%,-6,4%,1%,-7%
Cc1ccc(NC(=O)COC(=O)c2ccc3c(=O)n4c(nc3c2)CCC4)c(Br)c1,-5%,0%,-2%,-3%,3%,4,7%,45%[activator],-6%
Cc1cc(C)c2c(N)c(-c3nc4ccccc4[nH]3)sc2n1,-11%,0%,4%,7%,1%,10,2%,43%[activator],-5%
O=C(O)c1ccc(COc2ccc(/C=N/NC(=O)c3cccs3)cc2)cc1,8%,i,4%,0%,-7%,-3,-14%,3%,-6%
Cc1ccc(NC(=O)CN(C)C(=O)COC(=O)c2oc3ccccc3c2C)cc1,15%,-11%,21%,-5%,-1%,3,-5%,13%,-24%
